14-3-3 PPI – modulators of 14-3-3 gamma protein binding, primary screen, biochemical, fluorescence polarization; 14-3-3 protein gamma (Homo sapiens), P61981; FP, 14-3-3gamma / TMR-pS259-Raf peptide binding; inhibition, % at 40 µM; actives 0.19% (n = 160,000); AID 422, 2006; in the data active means inhibition above about 30%;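 further: 0% = protein plus tracer without compound and 100% = blank with tracer alone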
Target sequence (P61981 whole entry, looked up): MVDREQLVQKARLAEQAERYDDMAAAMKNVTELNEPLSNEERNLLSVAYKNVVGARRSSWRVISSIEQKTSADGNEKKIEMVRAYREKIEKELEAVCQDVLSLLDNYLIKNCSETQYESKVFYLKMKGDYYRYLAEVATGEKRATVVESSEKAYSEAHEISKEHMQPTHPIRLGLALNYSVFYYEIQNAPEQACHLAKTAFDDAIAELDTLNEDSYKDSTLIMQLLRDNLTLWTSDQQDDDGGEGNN
The depositor's hits bear a star; & = joins results of further samples. Only part of the results is shown; rates above refer to the full screens.

| smiles | 14-3-3 PPI |
| --- | --- |
| CCCn1c(O)c(CN2CCCCC2)c(C)c(C#N)c1=O | -3 |
| COc1ccc(-n2c(-c3ccc([N+](=O)[O-])cc3)nc(=S)c3c2CCCC3)cc1 | -4 |
| CC(=O)Nc1ccc(S(=O)(=O)Nc2ccc(C(=O)c3ccccc3)cc2)cc1 | 1 |
| Cc1cc(C)nc(NCC(O)CNc2ccccc2Cl)n1 (centres undefined) | -4 |
| Cc1ccc(N2C(N)=C(C#N)C(c3cccnc3)C3=C2CCCC3=O)cc1 (centres undefined) | -6 |
| O=C(c1cc2n(n1)C(C(F)(F)F)CC(c1ccc(Cl)cc1)N2)N1CCOCC1 (centres undefined) | -14 |
| O=C(O)c1ccc(CN(c2ccccn2)S(=O)(=O)c2ccccc2)cc1 | -2 |
| O=C1Nc2ccc(F)cc2C12Nc1ccccc1-c1nnc(SCc3ccccc3F)nc1O2 (centres undefined) | -110 |
| Cn1c(=O)n(CC(=O)Nc2ccccn2)c(=O)c2ccccc21 | -9 |
| COc1ccc(C(=O)Oc2cccc3cccnc23)cc1OC | 1 |
| COc1ccccc1NC(=O)c1cc(-c2ccccc2)nc2ccccc12 | -1 |
| Cc1cc(NC(=O)c2cc(C)on2)no1 | -3&-7 |
| COc1ccccc1-n1c(C)cc(C(C[N+](=O)[O-])c2ccc(C)cc2)c1C (centres undefined) | -3 |
| Cc1cc(C(F)(F)F)nc(SCC(=O)Nc2ccccc2)n1 | -1 |
| CCCOc1ccc(C2c3c(oc4cc(C)c(C)cc4c3=O)C(=O)N2CCCN2CCOCC2)cc1 (centres undefined) | -3 |
| O=C(CN1CCN(S(=O)(=O)c2cc(Cl)ccc2Cl)CC1)Nc1ccc2c(c1)OCCO2 | -11 |
| CCC(=O)N1CCc2cc(Br)cc(S(=O)(=O)N(CC(C)C)CC(C)C)c21 | -12 |
| COC(=O)C1C(=O)CC(C)(O)C(C(=O)OC)C1c1ccc2c(c1)OCO2 (centres undefined) | 0 |
| O=C(Nc1cccc(-c2nnc(-c3ccccc3)o2)c1)c1cccc(S(=O)(=O)N2CCOCC2)c1 | 2 |
| Cc1nc(C23CC4CC(CC(C4)C2)C3)c(C)s1 | -4 |
| CCOc1ccc(S(=O)(=O)Nc2c(C)cc(C)cc2C)c2cccnc12 | -23 |
| O=C(NCc1ccco1)c1ccc(CS(=O)c2ccccc2)o1 (centres undefined) | -8 |
| CCN(CC)C(=O)COc1ccc(Br)cc1Cl | -7 |
| CCOC(=O)C1CCN(C(=O)N2c3ccccc3Sc3ccccc32)CC1 | -7 |
| Cc1nc2ccccn2c1P(=Nc1ccccc1)(N(C)C)N(C)C | -3 |
| COc1ccc(CN2CCC(N3CC(C)OC(C)C3)CC2)cc1 (centres undefined) | -3 |
| COc1ccc(-c2cc(C(F)(F)F)n3nc(C(=O)Nc4cc(C)on4)cc3n2)cc1OC | -8&-2 |
| O=C1CC(c2cc3c(cc2Br)OCO3)c2cc3c(cc2N1)OCCO3 (centres undefined) | -8 |
| COc1ccc(-c2cn3c(C)c(C(=O)N4CCN(c5ccc(OC)cc5)CC4)sc3n2)cc1 | -1 |
| CCOC(=O)c1cc2c(-c3cccc(OC)c3)nn(C)c2s1 | -1 |

2 records drawn at random from the list so far, as already listed:
| smiles | 14-3-3 PPI |
| --- | --- |
| Cc1cc(NC(=O)c2cc(C)on2)no1 | -3&-7 |
| COc1ccccc1-n1c(C)cc(C(C[N+](=O)[O-])c2ccc(C)cc2)c1C (centres undefined) | -3 |

(further entries)
| smiles | 14-3-3 PPI |
| --- | --- |
| CC(=O)N1c2ccc(S(=O)(=O)CCC(=O)Nc3ccc(C)cc3C)cc2CC1C (centres undefined) | 26 |
| CC(=O)N1c2ccc(S(=O)(=O)NCc3ccc(F)cc3)cc2CC1C (centres undefined) | -6 |
| CN(C(=O)c1ccncc1)c1nnc(-c2cccnc2)s1 | -4 |
| Nc1nonc1-n1nnc(C(=O)O)c1-c1cccs1 | 2 |
| Cc1ccc(S(=O)(=O)N(CCc2ccccc2)CC(=O)Nc2cc(C)ccc2C)cc1 | -6 |
| CC(C)c1ccc(NC(=O)c2ccc(F)c(S(=O)(=O)NCC3CCCO3)c2)cc1 (centres undefined) | -1 |
| CSc1ccc(CN2CCN(Cc3ccccn3)CC2)cc1 | -6 |
| O=C(NC1CCCCCCC1)C1CCC(CNc2c(N3CCCC3)c(=O)c2=O)CC1 (centres undefined) | -4 |
| CN(C)c1ccc(NC(=O)CCN2CCN(S(=O)(=O)c3ccc(Cl)cc3)CC2)cc1 | 2 |
| Cc1nnc(NC(=O)CCSc2ccccc2)s1 | -2 |
| COc1ccccc1NC(=O)CSc1nc2ccccc2s1 | -5 |
| Cc1ccc(S(=O)(=O)NCC(c2cccnc2)N(C)C)cc1 (centres undefined) | -4 |
| O=C(C1CCN(S(=O)(=O)N2CCOCC2)CC1)N1CCN(Cc2ccc3c(c2)OCO3)CC1 | 2&-9 |
| Clc1ccc(CNc2ncnc3sc4c(c23)CCCC4)cc1 | -9 |
| Cc1ccc(S(=O)(=O)NCC2CCC(C(=O)NCCCN3CCOCC3)CC2)cc1 (centres undefined) | -2 |
| COc1ccc(S(=O)(=O)CCC(=O)Nc2ccccc2Cl)cc1 | -54 |
| Cc1cc([N+](=O)[O-])cc(C)c1NC(=O)c1ccccc1 | -12 |
| COc1ccc(C2=[N+]([O-])C(C)(C)C(c3ccccc3)=N2)cc1 | -7 |
| Cc1ccccc1C(=O)Nc1ccc2nc(SCC(=O)NC(C)c3ccccc3)sc2c1 (centres undefined) | 0 |
| O=C(c1cccc(F)c1)N1CCN(Cc2ccco2)CC1 | 0 |
| O=c1cc(CNC2CCCCC2)c2ccccc2[nH]1 | -10 |
| Cc1cc(NC(=O)CSCCc2ccncc2)no1 | 2 |
| CC1CCCc2sc3nc(=S)sc(N)c3c21 (centres undefined) | -26 |
| CCN(CC)C(=O)C1c2cc(OC)c(OC)cc2C(=O)N(C)C1c1ccccc1F (centres undefined) | 3 |
| O=C1c2ccc(Br)cc2C(=O)N1Cc1ccc2c(c1)OCO2 | -2 |
| CC1CCc2c(sc(NC(=O)c3ccc(Cn4cc(Br)cn4)o3)c2C(N)=O)C1 (centres undefined) | -15&-31 |
| COc1ccccc1CNC(=O)Cn1cc2c(n1)CCCC2 | 2 |
| OC(Cn1nnc2ccccc21)Cn1c(C(F)(F)F)nc2ccccc21 (centres undefined) | -10 |
| CCCN(CCC)CCCNC(=O)CC(C(=O)N1CCc2ccccc21)n1ccnc1 (centres undefined) | -21 |
| CCOC(=O)c1sc(NC(=O)C(F)(F)F)c(C(=O)OC)c1C | -28 |

(list continues)
SMILES	14-3-3 PPI
Cc1ccc(C(=O)Nc2cccc(-c3nc4ccccc4s3)c2)cc1	-9
O=S(=O)(Nc1ccc(Br)cc1)c1ccccc1	2
COc1ccccc1N(CC(=O)N(C)Cc1ccccc1)S(C)(=O)=O	-7
Cc1ccc(-n2nc3c(c2NC(=O)Cc2ccccc2)CS(=O)(=O)C3)c(C)c1	8
Cc1cc(C)n2nc(C(=O)OCC(=O)c3cc(C)n(C)c3C)nc2n1	-9
CC(C)c1ccc(NC(=O)CNS(=O)(=O)c2ccc(Br)s2)cc1	-6
COc1cc(NC(=O)Nc2cccc(Cl)c2)c(OC)cc1NC(=O)CN1CCCCC1	-5
CCCn1c(C)cc(C(=O)CSc2nnc3n(CCC)c(=O)c4ccccc4n23)c1C	-4
COc1ccc(CC(=O)Nc2c3c(nn2-c2ccc([N+](=O)[O-])cc2)CSC3)cc1	-3
CC1=C(C(=O)N(C)CCC#N)C2(CCCCC2)OC1=O	-4
COc1ccc2nc(N3CCC(C(=O)NCCCN4CCN(C)CC4)CC3)sc2c1	0
O=C(Nc1cccc(Cl)c1)N1CCN(c2ccc(C(F)(F)F)cc2[N+](=O)[O-])CC1	-3
Nc1ncnc2nc(SCCN3CCCCC3)[nH]c12	-4
O=C(CNS(=O)(=O)c1ccc(Br)s1)Nc1ccc(Cl)cc1	-45
CCOc1ccc(NC(=O)c2c(NC(=O)c3ccc(F)cc3)sc3c2CCC3)cc1	-34
CC1=C(C(=O)OC(C)C)C(c2ccccc2)NC(=O)N1 (centres undefined)	-8
CCc1ccccc1N1CCN(S(=O)(=O)c2cc(OC)ccc2OC)CC1	-6
O=C(c1ccncc1)N1N=C(c2ccc(F)cc2)CC1(O)C(F)(F)F (centres undefined)	-11
COc1ccc([N+](=O)[O-])cc1NC(=O)c1ccccc1Oc1ccccc1	0
C=CCOc1ccc(C2C(C(=O)c3ccco3)=C(O)C(=O)N2CCCN(CC)CC)cc1 (centres undefined)	-18
Cc1ccc(-n2cc(-c3ccccc3)c3c(N4CCCC4)ncnc32)cc1Cl	4
CCOc1ccc(NC(=O)c2ccc3c(c2)N(Cc2ccc(F)cc2)C(=O)CS3=O)cc1 (centres undefined)	0
OCCCn1c(-c2ccc(F)cc2)csc1=Nc1ccc(F)cc1	-2
CCn1c(SCC(=O)N2CCOCC2)nc2c(c1=O)SC(C)C2 (centres undefined)	-3
O=C(CCCCn1c(=O)[nH]c2ccccc2c1=O)NC1CCCC1	-4

Filtered by structure, the entries above with a Cl atom.
SMILES	14-3-3 PPI
Cc1cc(C)nc(NCC(O)CNc2ccccc2Cl)n1 (centres undefined)	-4
O=C(c1cc2n(n1)C(C(F)(F)F)CC(c1ccc(Cl)cc1)N2)N1CCOCC1 (centres undefined)	-14
O=C(CN1CCN(S(=O)(=O)c2cc(Cl)ccc2Cl)CC1)Nc1ccc2c(c1)OCCO2	-11
CCN(CC)C(=O)COc1ccc(Br)cc1Cl	-7
CN(C)c1ccc(NC(=O)CCN2CCN(S(=O)(=O)c3ccc(Cl)cc3)CC2)cc1	2
Clc1ccc(CNc2ncnc3sc4c(c23)CCCC4)cc1	-9
COc1ccc(S(=O)(=O)CCC(=O)Nc2ccccc2Cl)cc1	-54
COc1cc(NC(=O)Nc2cccc(Cl)c2)c(OC)cc1NC(=O)CN1CCCCC1	-5
O=C(Nc1cccc(Cl)c1)N1CCN(c2ccc(C(F)(F)F)cc2[N+](=O)[O-])CC1	-3
O=C(CNS(=O)(=O)c1ccc(Br)s1)Nc1ccc(Cl)cc1	-45
Cc1ccc(-n2cc(-c3ccccc3)c3c(N4CCCC4)ncnc32)cc1Cl	4

(more compounds)
SMILES	14-3-3 PPI
Fc1c(F)c(C(F)(F)F)c(F)c(F)c1N1CCN(c2ccc3nnc(C(F)(F)F)n3n2)CC1	-5
O=C(c1cc2n(n1)C(C(F)(F)F)CC(c1ccc(F)cc1)N2)N1CCCC1 (centres undefined)	-8
COC(=O)c1cc(OC)c(OC)c(OC)c1NC(=O)c1ccc(S(=O)(=O)N(C)C)cc1	-5
O=C1CCCN1CCCn1c(=S)[nH]c2ncccc2c1=O	-10
O=C(CCCc1nc(-c2ccc(Cl)cc2)no1)N1CCOCC1	-6
CCOC(=O)c1cnc2ccc(OCC)cc2c1Nc1ccccc1C	-42
COc1cc(-c2cc(C(F)(F)F)n3ncc(C(=O)Nc4cc(C)ccc4O)c3n2)cc(OC)c1OC	-3
O=C(NCCCN1CCOCC1)c1ccco1	2&-1
O=c1oc(-c2ccccc2)nc2ccccc12	-4
O=C(Cn1cnc2scc(-c3ccccc3)c2c1=O)c1ccccc1	-16
Cc1cccc(OCCCn2ccnc2)c1	-5
CCSc1nc2ccc(NC(=O)c3sc4nc(-c5ccncc5)ccc4c3N)cc2s1	-52
O=C(c1ccc(Cn2c(=S)[nH]c3ccc(Br)cc3c2=O)cc1)N1CCN(c2ccccn2)CC1	-11
C[N+](C)(C)CCNC(=O)c1c(O)c2c([nH]c1=O)CCCC2	0
Cc1cccc2cc(C(c3nnnn3Cc3ccccc3)N3CCN(C)CC3)c(=O)[nH]c12 (centres undefined)	-2
CCOC(=O)N1CCN(C(=O)Nc2ccc3oc(C)nc3c2)CC1	-3
CCS(=O)(=O)N1CCC(C(=O)OCC(=O)c2ccc(Br)cc2)CC1	-4
CN1C(=O)COc2ccccc21	2
O=C(CNS(=O)(=O)c1cccc2nonc12)NC(c1ccccc1)c1ccccc1	-9
Cc1sc2ncn3nnnc3c2c1C	-22
Cc1cc(C)n2nc(CC(=O)NCc3ccccc3Cl)nc2n1	5
CCOC(=O)c1cccc(C(=O)Nc2ccccc2[N+](=O)[O-])n1	-70
Cc1ccc(CCNC(=O)COc2ccc3c(c2)C(=O)CC(C)(C)O3)cc1	0
CCCCN1C(=O)NC2C1NC(=O)N2CCCC (centres undefined)	5
Cc1cccc(CN2C(=O)CSc3ccc(C(=O)O)cc32)c1	0
Cn1c(=O)c2c(SCC(=O)c3ccccc3)nc(-c3ccc([N+](=O)[O-])cc3)nc2n(C)c1=O	-1
CCOC(=O)c1c(-c2ccc(C)cc2)csc1NC(=O)COc1ccccc1C	-8
C=CCN1C(=O)C(O)(CC(=O)c2ccc(-n3cccc3)cc2)c2ccccc21 (centres undefined)	-18
CCOc1ccc(C2C=C(c3cccnc3)Nc3ncnn32)cc1OC (centres undefined)	-6
COc1ccc2nc(NC(=O)Cn3c(-c4ccccc4F)nc4ccccc4c3=O)sc2c1	1
CC(C)CSc1nc2c(c(=O)[nH]1)C(c1ccc(Br)cc1)C1=C(CC(C)(C)CC1=O)N2 (centres undefined)	-2
O=C(NCCc1ccc(Cl)cc1)c1cc(-c2cccnc2)nc2ccc(S(=O)(=O)N3CCCCCC3)cc12	3
N#Cc1ccc(Oc2ccc(N3C(=O)c4ccccc4C3=O)cc2)cc1	12
O=C(Nc1ccc(NC(=O)c2ccc(I)o2)cc1)c1ccc(Br)cc1	2
CCN1CCN(CCCNC(=O)c2cc(=O)[nH]c3ccc(S(=O)(=O)N4CCCCC4C)cc23)CC1 (centres undefined)	-6
COc1ccc(Cl)cc1NC(=O)C1=C(C)NC(=S)NC1c1ccccc1F (centres undefined)	-1
O=C(CSc1nsc(SCC(=O)c2ccccc2)n1)c1ccccc1	-2
O=C(Cn1nc(-c2ccccc2)ccc1=O)NCc1ccccn1	-4
O=C1C(c2ccc(Cl)cc2)N(Cc2ccc(Cl)cc2)C(=O)CN1C1CCCC1 (centres undefined)	1
Cc1cccc(C)c1NC(=O)Nc1cccs1	-12
Cc1cccn2c(=O)c3cc(C(=O)Nc4ccccc4C#N)sc3nc12	-10
O=C(O)CN=C(NS(=O)(=O)c1ccc(Cl)cc1)c1ccc(F)cc1	8
COc1cc(OC)c(C2CC(c3ccc(I)cc3)Nc3ncnn32)cc1OC (centres undefined)	6
Cc1cccc(C)c1OCC(O)Cn1ccnc1C (centres undefined)	-3&5
